# MsrA inhibitor = inhibitors of bovine MsrA; purified bovine MsrA, absorbance read-out; actives 0.75% (n = 360,000); AID 651718; inhibition, % at 15.5 µM; in the data active = inhibition above about 4.5%;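 also: 0% = vehicle wells with enzyme and 100% = reference inhibitor wells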
# * hit, by the source's call. The list is partial, so the mix of outcomes need not match the whole.
Compound	MsrA inhibitor
O=C(N[C@@H](Cc1cccnc1)C(=O)N1CCC[C@H]1C(=O)NCCc1ccccc1Cl)c1ccco1	-0.3
C[C@H]1CN(S(=O)(=O)C(C)(C)C)[C@@H](CCO)/C1=C\c1ccccc1	0.9
COC(=O)C1=C(C)N(Cc2ccccc2C(F)(F)F)C(=NCc2ccc(C(F)(F)F)cc2)NC1c1ccccc1 (stereo not given)	0.7
CC1(C(=O)NCc2ccccc2)CN(S(C)(=O)=O)CC(=O)N1Cc1ccco1 (stereo not given)	-1.3
CCOC(=O)c1csc(NC(=O)Nc2cccc(OC)c2)n1	-0.3
CC(=O)O[C@@H]1C=C[C@@H](C#Cc2ccc(C(C)(C)C)cc2)O[C@@H]1COC(=O)NCc1ccccc1	1.0
CC1(C)C(=O)OC(c2cccn2-c2cccc([N+](=O)[O-])c2)C2(CCCCC2)C1=O (stereo not given)	-0.3
CC1=NN(C(N)=S)C(=O)C1N=Nc1ccc(C)cc1C (stereo not given)	1.3
CCCCc1c(-c2ccccc2OC)ncn1Cc1ccc(OC)c(Cl)c1	0.2
COC(=O)C1=C(C)N(Cc2cccc(C(F)(F)F)c2)C(=NCc2ccc(C(F)(F)F)cc2)NC1c1ccccc1C(F)(F)F (stereo not given)	-0.8
C[C@@H]1CN([C@@H](C)CO)S(=O)(=O)c2ccc(Br)cc2O[C@@H]1CN(C)Cc1ccc2c(c1)OCO2	0.1
Cc1cc(Nc2cccc(F)c2)cc(=O)n1-c1cccc(F)c1	-0.2
C[C@@H]1CNCCN1c1ccc(N2CCS(=O)(=O)CC2)c(C#N)c1	0.6
COC(=O)[C@]12C[C@H](CC(=O)N3CCCCC3)C(=O)N(Cc3ccc4c(c3)OCO4)C1=C[C@H](COCc1ccccc1)O[C@@H]2C	-0.1
COC(=O)[C@]12C[C@H](CC(=O)NCc3ccc(OC)c(OC)c3)C(=O)N(Cc3ccccc3)C1=C[C@H](C(C)(C)C)O[C@@H]2C	0.1
COc1ccc2[nH]cc(C(=O)CN3CCCCC3C)c2c1 (stereo not given)	2.0
O=C(OCc1nc2ccccc2s1)c1cc2ccccc2oc1=O	2.0
CCOC(=O)CN1CCCc2nc(-c3ccc(OC)cc3)ccc21	0.5
COC(=O)c1cccc(Nc2cc(C)n(-c3cccc(C(=O)OC)c3)c(=O)c2)c1	-0.2
O=C(CC1CCCC1)N[C@@H](Cc1cccnc1)C(=O)N1CCC[C@H]1C(=O)NC1CCCC1	0.0
COC(=O)C1=C(C)N(Cc2ccc(C(F)(F)F)cc2)C(=NCc2ccccc2)NC1c1cccc(Cl)c1 (stereo not given)	-2.1
O=C(N[C@@H](Cc1cccnc1)C(=O)N1CCC[C@H]1C(=O)NCc1ccccc1)c1ccc(Cl)cc1Cl	0.0
Nc1ccn([C@@H]2O[C@H](C(=O)NCC(=O)N3CCOCC3)[C@@H](O)[C@H]2O)c(=O)n1	0.1
CCOC(=O)C1=CCN(S(=O)(=O)c2ccc(F)cc2)C1c1ccc(Cl)cc1 (stereo not given)	0.4
O=S(=O)(c1ccccc1)N1CCCc2nc(-c3ccc(F)cc3)ccc21	-0.5
CCc1nnc(NC(=O)c2ccc3c(c2)C(=O)N(CC(C)C)C3=O)s1	-0.2
COC(=O)c1cc2c(c3c4cc(OC)ccc4n(S(=O)(=O)c4ccc(C)cc4)c13)C(=O)N(Cc1ccccc1)C2	0.4
O=C(N[C@H](C(=O)N1CCC[C@H]1C(=O)NC1CCCC1)C1CCCCC1)C1CCCC1	-0.7
C[C@@H]1CCCCO[C@@H](CN(C)C(=O)Nc2ccccc2)[C@@H](C)CN([C@H](C)CO)C(=O)c2cc(NC(=O)NC3CCCCC3)ccc2O1	2.5
CCCCCCC12Cc3cc(OC)c(OC)cc3C(O1)C1=C(O2)C(C)(C)CCC1=O (stereo not given)	-0.6
CC(=O)Nc1ccccc1C(=O)C(=O)Nc1cccc(C(=O)NCc2ccc(C)cc2)c1	0.2
O=C(N[C@H](C(=O)N1CCC[C@H]1C(=O)NC1CCCC1)C1CCCCC1)c1ccc(Cl)cc1Cl	0.1
CN1CCCCC(NC(=O)c2ccc(F)c(F)c2)C1=O (stereo not given)	0.0
C[C@]12Cc3ccccc3C1CC1=N[C@@H](c3ccc(C(F)(F)F)cc3)O[C@@]13C[C@@H]2C(=O)N3Cc1ccncc1 (stereo not given in full)	-0.2
COC(=O)C1=C(C)N(Cc2ccccc2C(F)(F)F)C(=NCc2ccc(C(F)(F)F)cc2)NC1c1cccc(F)c1 (stereo not given)	-0.5
Cc1cc(O)cc(=O)n1-c1cccc([N+](=O)[O-])c1	0.1
CC(C)C[C@@H]1COc2cc(NC3CC3)ccc2S(=O)(=O)N1	1.9
COC(=O)c1cc2c(c3c4ccccc4n(S(=O)(=O)c4ccc(OC)cc4)c13)C(=O)N(Cc1ccc(C(F)(F)F)cc1)C2	0.4
COc1ccc2nc3n(c(=O)c2c1)-c1cc(Cl)ccc1C(=O)NC3Cc1ccccc1 (stereo not given)	0.7
COC(=O)[C@]12C[C@H](CC(=O)NCc3cccc(C(F)(F)F)c3)C(=O)N(Cc3ccccc3)C1=C[C@H](C(C)(C)C)O[C@@H]2C	0.3
C[C@H](O)[C@@H]1CN2CCc3ccc(-c4ccc5c(c4)OCO5)cc3[C@@H]2C[C@@H]1N(C)Cc1cc(Cl)cc(Cl)c1	0.0
C[C@H]1COc2cc(N3CCCC3)ccc2S(=O)(=O)N1	-0.1
CCCCCCN(C(=O)CCCCCN1C(=O)NC(c2ccc(C3CCCCC3)cc2)C(C(=O)OCc2ccccc2)=C1C)C(C(=O)NCCCC)c1ccc(OCC(=O)OC)c(C(=O)OC)c1 (stereo not given)	0.9
COc1cc(OC)cc(C(=O)NCC2CCN(C(=O)C(=O)c3cc4ccccc4o3)CC2)c1	1.2
O=C(Cc1ccc(NC(=O)C2CCN(C(=O)CCc3ccccc3)CC2)cc1)Nc1cccc(C(=O)N2CCCC2)c1	3.0
COC(=O)C1=C(C)N(Cc2cccc(C(F)(F)F)c2)C(=NCc2ccc(C(F)(F)F)cc2)NC1c1ccc(F)cc1 (stereo not given)	-2.0
C[C@@H]1CN([C@H](C)CO)S(=O)(=O)c2ccc(Br)cc2O[C@H]1CN(C)CC1CCOCC1	0.1
CC(C)[C@H](NC(=O)C1CCCC1)C(=O)N1CCC[C@H]1C(=O)NCc1ccccc1	-1.6
C[C@H]1[C@@H](c2ccccc2)Oc2ccc(Cl)cc2S(=O)(=O)N1Cc1cccc(F)c1	-0.3
CCNC(=S)N/N=C/c1ccc(F)cc1	2.1
N#C[C@H](N)[C@H]1O[C@@H](n2ccc(=O)[nH]c2=O)[C@H](O)[C@@H]1O	1.1
Cc1ccc([C@H]2C[C@]34CNS(=O)(=O)[C@H]3C[C@H]2O4)cc1	3.3
c1ccc(Cc2cnc(N3CCN(Cc4csc5ccccc45)CC3)nc2)cc1	1.3
CN1CC[C@@H]2CN(S(=O)(=O)c3ccccc3)[C@H](c3ccccc3Br)C[C@@H]21	-0.8
COc1cccc(CC(=O)NCC2CCN(C(=O)C(=O)c3cccs3)CC2)c1	0.9
COc1ccc(C(=O)NCC2CCN(C(=O)C(=O)c3cc4ccccc4o3)CC2)c(OC)c1	1.7
CCOc1ccc2ncc(S(=O)(=O)c3ccccc3)c(N3CCC4(CC3)OCCO4)c2c1	-0.1
C=CCN=C1NC(c2ccc(F)cc2)C(C(=O)OC)=C(C)N1Cc1ccccc1C(F)(F)F (stereo not given)	-0.1
CCOC(=O)N(C)C[C@@H]1OCc2cn(nn2)CCCC(=O)N([C@H](C)CO)C[C@H]1C	-0.3
CC(C)[C@H](NC(=O)c1ccc(Cl)cc1Cl)C(=O)N1CCC[C@H]1C(=O)NCc1ccccc1	0.8

# New compounds follow:
Compound	MsrA inhibitor
Nc1nc2cc3c(cc2cc1C(=O)NCc1cccnc1)OCO3	0.6
Cc1ccccc1CN1[C@@H](C)[C@H](c2ccccc2)Oc2cccc(NCC(C)C)c2S1(=O)=O	0.3
CCNC(=O)N1CCN(c2ccc(N3CCN(C(=O)NCC)[C@H](C)C3)c(C)c2)[C@@H](C)C1	-0.4
O=C(N=Nc1c(O)[nH]c2c(Cl)cc(Cl)cc12)c1ccccc1O	0.7
COC(=O)C1=C(C)N(Cc2ccccc2C(F)(F)F)C(=NCc2ccc3c(c2)OCO3)NC1c1ccc(C(F)(F)F)cc1 (stereo not given)	-1.2
COC(=O)[C@]12C[C@H](CC(=O)N3CCOCC3)C(=O)N(CCC3=CCCCC3)C1=C[C@H](COCc1ccccc1)O[C@@H]2C	0.5
C[C@@H]1CN([C@@H](C)CO)C(=O)CCCn2cc(nn2)CO[C@H]1CN(C)C(=O)Nc1ccc2c(c1)OCCO2	0.2
Cc1[nH]nc2c1C(c1ccccc1)N(Cc1ccccc1)C2=O (stereo not given)	-0.5
Cc1cc(Oc2cccc3c2S(=O)(=O)N([C@H](C)c2ccccc2)C[C@@H](COCc2ccccc2)O3)cc(C)c1C	0.0
CC(C)CCNC(=O)[C@@H](Cc1ccccc1)NC(=O)[C@H]1O[C@@H](n2ccc(=O)[nH]c2=O)[C@H](O)[C@@H]1O	-0.2
C[C@@H]1CN(c2ccc(N3CCN(C(=O)OC(C)(C)C)C[C@@H]3C)cc2C#N)CCN1Cc1ccccc1	-0.7
Cc1ccc(/C=C/C(=O)NCc2ccco2)o1	-0.4
C[C@@H]1ON(C)[C@H]2C[C@H]3c4cc(N5CCCCC5)ccc4CCN3C[C@@H]12	-0.7
CC(C)(C)OC(=O)N[C@@H]1C=CC(=O)C1	-0.4
COC(=O)[C@]12C[C@H](CC(=O)NCCCCc3ccccc3)C(=O)N(CCC3=CCCCC3)C1=C[C@H](C(C)(C)C)O[C@@H]2C	0.5
COc1ccc(-c2nnc(SCC(=O)c3ccc4c(c3)OCCO4)o2)cc1	-1.1
Cc1ccc2nc3n(c(=O)c2c1)-c1ccc(Cl)cc1C(=O)NC3CC(C)C (stereo not given)	0.9
COc1cccc([C@@H](NC(=O)C(F)(F)F)[C@@H]2CCCC=C2c2ccccc2)c1	0.2
COC(=O)[C@]12C[C@H](CC(=O)NCC3CCCCC3)C(=O)N(CCC3=CCCCC3)C1=C[C@H](COCc1ccccc1)O[C@@H]2C	0.2
Cc1[nH]nc(N)c1N=Nc1ccc(Br)cc1	2.4

# 3 records drawn at random from the list so far:
Compound	MsrA inhibitor
Nc1nc2cc3c(cc2cc1C(=O)NCc1cccnc1)OCO3	0.6
COC(=O)[C@]12C[C@H](CC(=O)N3CCOCC3)C(=O)N(CCC3=CCCCC3)C1=C[C@H](COCc1ccccc1)O[C@@H]2C	0.5
Cc1cc(Oc2cccc3c2S(=O)(=O)N([C@H](C)c2ccccc2)C[C@@H](COCc2ccccc2)O3)cc(C)c1C	0.0

# More entries
Compound	MsrA inhibitor
C=C1[C@@H](CCO)N(S(=O)C(C)(C)C)C[C@@H]1C (stereo not given in full)	0.0
CC(=O)C1=C(C)N(CC(C)C)C(=S)NC1c1cccc(Cl)c1 (stereo not given)	0.6
COc1ccccc1Cc1c(-c2ccc(F)cc2)nc2ccc(C)cn12	-0.1
N#Cc1c(Cl)c(Cl)c2nnc(-c3ccc(Br)cc3)n2c1Cl	3.5
N#Cc1ccc(-c2nc3cc(C#N)c(C#N)cc3nc2-c2ccccc2)cc1C#N	-0.9
Cc1ccc(C)c(NC(=O)Cn2c(=O)n(-c3ccc(CC(=O)NCC4CCCO4)cc3)c(=O)c3ccccc32)c1 (stereo not given)	-0.8
O=C(O)c1cc(Cl)c(Cl)cc1C(=O)Nc1cccnc1	1.4
C[C@H](CO)N1C[C@H](C)[C@H](CN(C)C(=O)NC2CCCCC2)OCc2cnnn2CCCC1=O	0.4
COC(=O)[C@]12C[C@H](CC(=O)N3CCN(C(=O)C4CC4)CC3)C(=O)N(Cc3ccccc3)C1=C[C@H](C(C)C)O[C@@H]2C1CC1	0.1
COc1ccccc1C(=O)NC1CCCCN(C)C1=O (stereo not given)	-0.2
COc1ccc2c(c1)C(NC(=O)C(F)(F)F)CC21CCCCC1 (stereo not given)	-0.5
CCOc1ccc(C(C)=O)cc1Cc1c(O)nc(N)[nH]c1=O	-0.1
O=C(NC1CCCC1)[C@@H]1CCCN1C(=O)[C@@H](NS(=O)(=O)c1ccc(F)cc1F)c1ccccc1	0.4
COc1cc2c(c(OC3OC(CO)C(O)C(O)C3O)c1)C(=O)CC(c1ccc(O)cc1)O2 (stereo not given)	-0.7
COc1cccc(C(=O)N[C@@H](Cc2cccnc2)C(=O)N2CCC[C@H]2C(=O)NC2CCCC2)c1	-0.2
COCCN1CCCc2nc(-c3ccc(Br)cc3)ccc21	-0.1
C=CCNc1ccc(N2C(=O)C3CCC(C)CC3C2=O)cc1[N+](=O)[O-] (stereo not given)	-0.9
COC(=O)[C@]12C[C@H](CC(=O)N3CCC(c4ccccc4)CC3)C(=O)N(Cc3ccc4c(c3)OCO4)C1=C[C@H](COCc1ccccc1)O[C@@H]2C	0.6
C/C(=N/NC(=O)C(=O)N/N=C(/C)c1ccccc1)c1ccccc1	-0.1
CCc1c(-c2cccc(Cl)c2)ncn1CCc1ccccc1OC	0.9
C=CCn1c(=O)n(CC=C)c(=O)n(CC=C)c1=O	-0.3

# Grouped by structure, those above with a cyano group (5)
Compound	MsrA inhibitor
C[C@@H]1CNCCN1c1ccc(N2CCS(=O)(=O)CC2)c(C#N)c1	0.6
N#C[C@H](N)[C@H]1O[C@@H](n2ccc(=O)[nH]c2=O)[C@H](O)[C@@H]1O	1.1
C[C@@H]1CN(c2ccc(N3CCN(C(=O)OC(C)(C)C)C[C@@H]3C)cc2C#N)CCN1Cc1ccccc1	-0.7
N#Cc1c(Cl)c(Cl)c2nnc(-c3ccc(Br)cc3)n2c1Cl	3.5
N#Cc1ccc(-c2nc3cc(C#N)c(C#N)cc3nc2-c2ccccc2)cc1C#N	-0.9
